# Casp6 inh: inhibitors of human caspase-6 | AID 686996 | inhibition, % at 12.5 µM | 350,000 tested, 0.53% active | purified caspase-6, Z-VEID-R110 cleavage fluorescence;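 active = mean inhibition across replicates at least about 35%, with every replicate also reaching that limit, limit read from the data; inconclusive = only one of the two criteria met; inactive = neither criterion met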;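 note: 0% = median of neutral control wells and 100% = no fluorescence left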
# Target sequence (P55212 24-179 limits assumed): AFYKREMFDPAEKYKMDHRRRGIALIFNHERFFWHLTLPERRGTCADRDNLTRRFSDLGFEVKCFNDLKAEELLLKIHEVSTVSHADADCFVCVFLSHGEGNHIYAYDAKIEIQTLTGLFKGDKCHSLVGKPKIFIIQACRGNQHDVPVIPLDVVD
# Target sequence (P55212 194-293 limits assumed): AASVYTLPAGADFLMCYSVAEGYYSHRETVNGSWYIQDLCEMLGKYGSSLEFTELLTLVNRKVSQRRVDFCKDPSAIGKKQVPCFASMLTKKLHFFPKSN
# DENV2 CPE rescue: DENV2-induced cell death inhibition; DENV2-infected cells, cytopathic effect rescue, plate reader; CPE inhibition, % at 9.99 µM; 350,000 tested, 1.7% active; in the data active = CPE inhibition above about 20%, passing the limit was not always enough; inconclusive = no clear call, values can overlap the other calls; tested in BHK-21 cells;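 note: 0% = median of neutral control wells and 100% = median of positive control wells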
# ARNT-TACC3 inh: disrupts binding between human ARNT and TACC3. AID 623870. inhibition, % at 9.99 µM. 390,000 tested, 0.66% active. AlphaScreen His-ARNT PAS-B/GST-TACC3 binding, luminescence; TACC3 fragment carries E629A point mutation;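 active = mean inhibition of replicates at least 50% and at least half of replicates each reaching 50%; inconclusive = half or more replicates reach 50% but mean below 50%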;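 note: 0% = complete ARNT plus TACC3 wells and 100% = ARNT alone without TACC3; many hits fall short of the cut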
# EWS-Fli block: inhibitors of EWS/Fli oncoprotein transcriptional activity; A673 NR0B1-luciferase reporter, viability-normalised; inhibition, % at 12.6 µM; 350,000 tested, 0.67% active; AID 651661;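 active = mean inhibition of at least 50% after viability correction, with every replicate also passing that limit; inconclusive = mean reaches 50% but only one of two replicates passes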;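 note: firefly luciferase signal divided by Alamar Blue viability fluorescence both relative to DMSO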
# LGR2 inh: blocks bursicon-induced cAMP signaling via Drosophila LGR2; HEK293 LGR2, CRE-luciferase, bursicon-stimulated, 4 h; inhibition, % at 9.99 µM; 380,000 tested, 0.35% active; AID 720647;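 active = drop in luminescence signal, shown as inhibition above about 50% in the replicate tests, limit read from the data, passing the limit was not always enough; inconclusive = probably only some replicates passing the limit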;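 note: agonist challenge used bursicon conditioned medium at about half maximal strength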
# SIRT5 block: inhibitors of human sirtuin-5 desuccinylase | Q9NXA8 | Purified SirT5, succinyl-peptide AMC, trypsin-coupled fluorescence | inhibition, % at 15 µM | 330,000 tested, 1.1% active; in the data active = inhibition above about 15%; inconclusive = no clear call, values can overlap the other calls
# Target sequence (Q9NXA8 whole entry, looked up): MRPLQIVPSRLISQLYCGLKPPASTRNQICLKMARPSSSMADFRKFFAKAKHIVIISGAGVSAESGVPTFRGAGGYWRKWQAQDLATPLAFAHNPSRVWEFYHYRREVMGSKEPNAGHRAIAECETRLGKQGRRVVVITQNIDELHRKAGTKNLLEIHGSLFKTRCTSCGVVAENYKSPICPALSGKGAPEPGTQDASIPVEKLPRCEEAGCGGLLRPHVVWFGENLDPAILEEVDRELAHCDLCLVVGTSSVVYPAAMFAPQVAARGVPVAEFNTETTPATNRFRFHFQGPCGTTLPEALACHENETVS
# PAX8 inh HTS: lowers PAX8-driven luciferase in RMG-I cells; AID 652154; inhibition, % at 12.6 µM; 360,000 tested, 1.2% active; RMG-I TPO-luciferase reporter, SteadyGlo, 24 h;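 active = mean replicate inhibition at least 60% with every replicate also reaching 60%; inconclusive = only one of the two criteria is met; inactive = mean below 60% and not all replicates reaching 60%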;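 note: luciferase light reporting Pax8 driven TPO promoter activity; plate controls were median of neutral control wells for no effect and mitoxantrone controls for full effect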
# The depositor's hits bear a star; ? = inconclusive; . = no result given. Rows were taken by chance (roughly 4.9% active in at least one column).
SMILES,Casp6 inh,DENV2 CPE rescue,ARNT-TACC3 inh,EWS-Fli block,LGR2 inh,SIRT5 block,PAX8 inh HTS
NC(=S)N1N=C(c2ccccc2)CC1=O,7,-4,1,3,-4,-5,-3
C[C@H](CO)N1C[C@H](C)[C@@H](CN(C)Cc2ccc(C(=O)O)cc2)OCCCC[C@H](C)Oc2ccc(NS(=O)(=O)c3ccccc3)cc2C1=O,.,10,-11,-7,-1,.,2
Cc1cccc(S(=O)(=O)N2CC[C@@H]3[C@H](CO)Nc4ccc(C#Cc5ccccc5F)cc4[C@@H]32)c1,6,13,-1,-2,7,0,10
CCC(c1nnnn1C(C)(C)C)N1CCN(Cc2ccccc2OC)CC1 (centres undefined),1,-2,12,3,2,17*,15
CSc1nnc(-c2ccc(NC(N)=S)cc2)o1,-2,3,-8,-17,-10,1,-20
CC(=O)NCC(=O)OCC(=O)c1ccccc1,0,6,9,6,5,-1,.
O=S(=O)(c1ccccc1)N1CCC(O)(CN2CCN(c3ccccc3)CC2)CC1,0,?,-2,-35,-9,-5,-9
C[C@H]1CN([C@@H](C)CO)C(=O)c2cc(NC(=O)Nc3ccc(F)cc3)ccc2O[C@H]1CN(C)S(=O)(=O)c1ccc(F)cc1,.,-14,-6,0,-5,-1,.
Cc1cc(C(=O)Nc2cccc3c2O[C@@H](CN(C)S(=O)(=O)c2ccc(F)cc2)[C@H](C)CN([C@H](C)CO)C3=O)n(C)n1,1,15,-2,-9,12,-1,.
COc1cc(CN2CCNC(=O)C2CC(=O)NC2CCC2)cc(OC)c1 (centres undefined),-1,-6,-2,-3,25,1,0
COc1ccc(NS(=O)(=O)c2cc(NC(=O)c3ccc(=O)[nH]n3)ccc2C)cc1,-1,-7,-1,56*,-8,-2,26
CS(=O)(=O)N1CCC(C(=O)NCCN2CCN(Cc3ccccc3)CC2)CC1,-26,-2,0,7,-10,-8,.
COc1ccc(C(=O)OCC(=O)Nc2ccc3c(c2)OCO3)cc1S(=O)(=O)N1CCOCC1,4,-6,4,-7,0,0,2
COCCN(CCOC)Cc1cc(=O)oc2ccccc12,2,-5,.,1,3,-3,6
COc1ccc2c3c([nH]c2c1)[C@@H](CO)N(C(=O)Nc1ccc(F)cc1)CC31CCN(S(=O)(=O)c2ccc(C)cc2)CC1,3,17,.,22,-22,0,.
O=C(O)c1ccccc1C=NNc1ccc([N+](=O)[O-])cn1,1,-4,7,-5,-2,1,-10
C/C=C/c1ccc2c(c1)O[C@@H](CN(C)C(=O)NC1CCCC1)[C@@H](C)CN([C@@H](C)CO)S2(=O)=O,0,9,-5,-12,-20,-3,6
COc1cc(C2Nc3ccccc3C(=O)N2NS(C)(=O)=O)ccc1O (centres undefined),-4,4,8,10,-4,-8,2
COc1ccc(C2NN=C(c3ccc(C)cc3)S2)cc1 (centres undefined),-1,-4,0,14,-42,-5,-124
COCc1ccc(-c2c(-c3ccsc3)sc3ccccc23)cc1,27,-7,0,-32,.,.,-4

# A different layout for some results above.
compound: COCCN(CCOC)Cc1cc(=O)oc2ccccc12
  Casp6 inh: 2
  DENV2 CPE rescue: -5
  ARNT-TACC3 inh: .
  EWS-Fli block: 1
  LGR2 inh: 3
  SIRT5 block: -3
  PAX8 inh HTS: 6
compound: COc1ccc2c3c([nH]c2c1)[C@@H](CO)N(C(=O)Nc1ccc(F)cc1)CC31CCN(S(=O)(=O)c2ccc(C)cc2)CC1
  Casp6 inh: 3
  DENV2 CPE rescue: 17
  ARNT-TACC3 inh: .
  EWS-Fli block: 22
  LGR2 inh: -22
  SIRT5 block: 0
  PAX8 inh HTS: .

# (more compounds)
SMILES,Casp6 inh,DENV2 CPE rescue,ARNT-TACC3 inh,EWS-Fli block,LGR2 inh,SIRT5 block,PAX8 inh HTS
CCc1nc2ccc(C(=O)Nc3cccc(OC)c3)cn2c1N(C)Cc1ccc(OC)cc1,0,0,.,7,1,-2,12
Cc1cc(C)c2nc(SCC(=O)NCC3CCCO3)c(C#N)cc2c1 (centres undefined),4,2,-3,-1,17,-1,3
C[C@H](CO)N1C[C@H](C)[C@@H](CN(C)Cc2ccc(C(=O)Nc3ccccc3N)cc2)Oc2c(NS(=O)(=O)c3ccc(F)cc3)cccc2C1=O,1,-12,.,36,16,1,-2
Cc1ccc(NC(=O)COC(=O)CCn2c(C)csc2=O)cc1S(=O)(=O)N1CCOCC1,1,-7,2,5,-30,1,6
Cc1cccc(N2CC(C(=O)Nc3nnc(SCc4ccccn4)s3)CC2=O)c1 (centres undefined),2,-3,2,4,-8,-1,-2
Cc1c(OCC(=O)N2CCC(C(=O)O)CC2)ccc2c3c(c(=O)oc12)CCCC3,-3,-24,5,1,-11,.,.
COc1ccc(N(CCCN2C(=O)c3cccc4cccc(c34)C2=O)C(=O)c2cccc(OC)c2)cc1,-1,.,1,12,-4,6,43
Cc1c(N2C(=O)/C(=C/c3ccc(N(C)C)cc3)N(C)C2=S)c(=O)n(-c2ccccc2)n1C,8,7,5,-31,14,4,-4
Cc1cc(NC(=O)CCCN2C(=O)/C(=C/c3cccs3)SC2=S)no1,.,.,-3,.,11,.,-6
Cc1noc(C)c1NC(=O)N(C)C[C@@H]1Oc2ccc(NC(=O)NC3CCCCC3)cc2CC(=O)N([C@H](C)CO)C[C@@H]1C,3,7,5,-4,10,0,.
Cc1nc2cc(Nc3ccncc3)ccc2s1,-5,3,0,-2,3,0,5
COc1cc(/C=C2\SC(=S)N(NS(=O)(=O)c3ccc(C)cc3)C2=O)ccc1O,11,-4,8,4,10,4,11
CN(C)CC(=O)N[C@@H]1CC[C@@H](CCNC(=O)C2CCCC2)O[C@H]1CO,0,1,14,2,1,4,-4
COc1ccc(/C=C(/NC(=O)c2ccccc2)C(=O)N/N=C/c2ccncc2)cc1,-1,0,-1,4,15,-1,21
COCCN1C(=O)[C@H]2C[C@@]13O[C@H](c1ccccn1)N=C3CC1c3ccccc3C[C@@]12C (some centres undefined),-2,-4,.,-9,-11,.,-18
CCCCC(=O)N(CCOC)c1nnc(-c2cccnc2)s1,-2,-5,6,-3,.,-1,-10
Oc1ccccc1Nc1nc(-c2ccccc2O)nc2ccccc12,1,-1,-3,15,13,-2,-14
Cc1ccc(S(=O)(=O)/C(=C\N(C)C)c2cnc(Cl)s2)cc1,4,9,-1,-11,-8,-2,11
Cc1cnc2ncc3sccc3c2c1,1,0,3,-2,21,1,-9
COCCNC(=O)Cn1ncc2ccsc2c1=O,4,-13,-4,-7,-11,-4,10
Cc1ccc([C@H]2C[C@@H](n3cc(-c4ccc(F)cc4)nn3)[C@H](O)CN2C(=O)C2CCCCC2)cc1,-1,1,.,-5,13,1,2
Cc1nn2c(-c3ccccn3)ccnc2c1Br,0,-2,0,-10,-13,1,-2
COC(=O)c1c(CC[C@@H](CO)NC(=O)N[C@H](Cn2cc(-c3cncn3C)nn2)C(C)C)oc(C(C)=O)c1C(=O)OC,1,4,.,-9,.,2,8
Cc1ccc(C(=O)Oc2ccc(/C=N/NC(N)=O)cc2)cc1,-3,-1,-3,-8,-5,-8,-11
O=S(=O)(Cc1ccccc1)N1CCCCN2[C@H](C1)[C@H](c1ccc(-c3cncnc3)cc1)[C@@H]2CO,-1,-17,-13,4,-1,0,1
C[C@H](CO)N1C[C@H](C)[C@H](CN(C)Cc2ccccc2C(=O)O)Oc2ncc(C3=CCCCC3)cc2C1=O,-3,-9,12,-4,7,-1,.
COc1ccc(OC)c(-c2csc(NC(=O)c3ccc(OCC4CCCO4)cc3)n2)c1 (centres undefined),-3,1,0,-12,-20,2,5
Cn1c(=O)c2nc(Cl)c(-c3ccccc3)nc2n(C)c1=O,1,55*,-6,0,-15,.,22
O=C(NCc1ccc2c(c1)OCO2)c1cccc(S(=O)(=O)N2CCCC2)c1,0,-3,.,8,-4,-1,-7
CO[C@@H]1CN(C)C(=O)c2cc(NC(=O)Cc3ccccc3)ccc2OC[C@@H](C)N(CCc2ccccc2)C[C@H]1C,0,0,8,10,10,6,56
CC(=O)Nc1ccc(NC(=O)C2CC(=O)N(Cc3ccccc3)C2)cc1 (centres undefined),4,1,-4,0,-2,-3,12
COc1cc(OC)cc(C(=O)NC(=S)NNC(=O)c2cnccn2)c1,-2,-2,66*,9,18,0,31
CCO[C@@H]1OC(C(N)=O)=C[C@H](c2coc3ccccc3c2=O)[C@H]1CCCO,0,.,-26,-6,-11,.,10
COCC(=O)N1[C@H](CO)[C@H](c2ccccc2C2=CCCC2)[C@@H]1C#N,2,7,.,-9,-2,1,1
Cn1cccc1C(=O)NC1CCCCCC1,-1,2,-3,-98,-58,-1,-112
O=S(=O)(c1ccccc1)c1nc(-c2ccco2)oc1NCCN1CCOCC1,-2,-1,-1,-4,-2,0,.
CCCCC(=O)Nc1ccc(C(=O)NNC(=O)c2cccs2)cc1,3,-7,-28,6,-7,2,37
O=C(NCC1CCCO1)c1ccccc1OCc1ccc(F)cc1 (centres undefined),0,9,-1,-3,-10,-8,5
O=C(C[C@@H]1CC[C@@H](NC(=O)Nc2ccc(C(F)(F)F)cc2)[C@H](CO)O1)NCc1cc(F)cc(F)c1,2,-3,-2,-2,4,8,24
CCOC(=O)N(NC(=O)C(O)(c1ccccc1)c1ccccc1)c1ccccc1,.,.,-12,.,3,.,-12
CO[C@H]1CN(C)C(=O)c2cc(NC(=O)c3nc4ccccc4s3)ccc2OC[C@@H](C)N(Cc2ccncc2)C[C@@H]1C,-1,-9,-4,-6,.,?,-6
CO[C@@H]1CN(C)C(=O)c2cc(NC(=O)NC(C)C)ccc2OC[C@H](C)N(C(=O)CN(C)C)C[C@@H]1C,1,1,5,8,-9,-1,-10
O=C(c1cccc(F)c1)N1C[C@@H]2[C@H](c3ccccc31)[C@@H](CO)N2C(=O)C1CCOCC1,2,-5,-9,0,-6,0,1
Cc1ccc(-c2n[nH]c(=O)c3ccccc23)cc1S(=O)(=O)Nc1ccccc1,.,.,3,.,29,.,-6
CC1=C/C(=N\OS(=O)(=O)c2ccccc2)C(C)=CC1=O,1,.,.,.,36,-4,.
CC1CCCN(CC(O)COC(c2ccccc2)c2ccccc2)C1 (centres undefined),38*,9,-11,11,20,0,1
Cc1ccnc(NS(=O)(=O)c2ccc(NC(=O)CC(C)c3ccccc3)cc2)n1 (centres undefined),-3,-5,.,11,4,-4,2
O=C(NC1CCCCCC1)C1CCCN(S(=O)(=O)c2cnc[nH]2)C1 (centres undefined),0,?,-11,-1,-9,.,-6
Cc1ccnc(NC(=O)c2ccc(Br)s2)c1,.,-3,-25,-76,-24,-6,-106
O=C(Nc1ccc2nc3n(c(=O)c2c1)CCCC3)c1ccccc1F,0,39*,9,-65,-7,2,-48

# More records.
SMILES,Casp6 inh,DENV2 CPE rescue,ARNT-TACC3 inh,EWS-Fli block,LGR2 inh,SIRT5 block,PAX8 inh HTS
CC(=O)Nc1ccc(C(=O)N/N=C/c2cccnc2)cc1,1,2,26,1,.,0,-1
CC(=O)Nc1ccc(-c2ccnc3c2CC(C(=O)NCC2CCOCC2)O3)cc1 (centres undefined),-1,3,.,48,.,0,12
CCN1CCN(S(=O)(=O)c2ccc3c4c(cccc24)C(=O)N3CC)CC1,13,7,20,17,-26,-5,-14
CC(CCc1ccccc1)NC(=O)COC(=O)c1ccc([N+](=O)[O-])cc1 (centres undefined),-2,0,-4,0,-1,0,-3
CC1C(c2ccccc2)N(C)C(c2ccccc2)CC1(O)c1ccc(F)cc1 (centres undefined),1,-9,13,16,11,-3,14
CCOC(=O)CN1C(=O)CSc2ccccc21,16,.,12,-14,-8,1,.
O=S(=O)(c1ccccc1)c1nc(-c2ccco2)oc1N1CCCCC1,4,-2,0,-7,-13,-2,-11
CN(C)C(=O)C[C@H]1C=C[C@@H](NC(=O)NC2CCCCC2)[C@H](CO)O1,1,-4,5,-5,-14,4,1
COCC(=O)Nc1ccc2c(c1)C(=O)N(C)C[C@H](OC)[C@H](C)CN(Cc1cccc(F)c1)[C@@H](C)CO2,3,12,-6,-4,-6,1,2
COc1ccccc1C#Cc1cnc2c(c1)C(=O)N([C@H](C)CO)C[C@H](C)[C@@H](CN(C)C(=O)CC1CC1)O2,0,-6,-1,-5,-3,0,.

# Assay outcomes as filed in PubChem.
